# Pin1 inh: human Pin1 inhibition | Q13526 | Pin1 FP peptide displacement, HiFluor488, 10 min | Potency, µM (series often up to 115 µM), for inactives: at the top dose activity, negative = inhibition, usual class: inhibitors | actives 0.009% (n = 390,000) | AID 504891; active = well fitted inhibition curve with a large enough effect in the polarisation, with a control signal flat, not every such curve was filed as active; inconclusive = small, poorly fitted or top-dose-only effect, or effect the other way, or a change in a side signal; inactive = no such curve, though single readings can be large or run the other way; the % refers to the polarisation; also: potency is read from the fitted curve at half-maximal effect; % is scaled to controls: 0 for no effect and ±100 for the full control effect
# USP1 inh: USP1/UAF1 (human) deubiquitinase inhibition; actives 0.23% (n = 390,000); recombinant USP1/UAF1, Ub-Rhodamine cleavage fluorescence; Potency, µM (titrated, usually from 57.1 µM), without a hit: at the top dose activity change, negative = inhibition, hits mostly inhibitors; also: potency is read from the fitted curve at half-maximal effect; % is scaled to controls: 0 for no effect and ±100 for the full control effect; nearly all actives have a fitted effect of over 60% in size; inactives centre near -12
#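 High-throughput fluorogenic screen: 1nM USP1/UAF1 complex, Ub-Rho substrate 150nM final, 50mM HEPES pH 7.8 with 0.5mM EDTA, 0.1 mg/ml BSA, 1mM TCEP and 0.01% Tween-20.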
# mIDH1 inhibitor: inhibitors of human mutant IDH1 R132H; IDH1-R132H enzyme, NADPH consumption, diaphorase/resazurin fluorescence; actives 0.093% (n = 390,000); O75874; Potency, µM (highest dose often 76.6 µM), without a hit: at the highest dose activity change, negative = inhibition, actives largely listed as inhibitors; also: potency is read from the fitted curve at half-maximal effect; % is scaled to controls: 0 for no effect and ±100 for the full control effect; nearly all actives have a fitted effect of over 65% in size
# Target sequence (O75874 whole entry R132H, stated change not applied): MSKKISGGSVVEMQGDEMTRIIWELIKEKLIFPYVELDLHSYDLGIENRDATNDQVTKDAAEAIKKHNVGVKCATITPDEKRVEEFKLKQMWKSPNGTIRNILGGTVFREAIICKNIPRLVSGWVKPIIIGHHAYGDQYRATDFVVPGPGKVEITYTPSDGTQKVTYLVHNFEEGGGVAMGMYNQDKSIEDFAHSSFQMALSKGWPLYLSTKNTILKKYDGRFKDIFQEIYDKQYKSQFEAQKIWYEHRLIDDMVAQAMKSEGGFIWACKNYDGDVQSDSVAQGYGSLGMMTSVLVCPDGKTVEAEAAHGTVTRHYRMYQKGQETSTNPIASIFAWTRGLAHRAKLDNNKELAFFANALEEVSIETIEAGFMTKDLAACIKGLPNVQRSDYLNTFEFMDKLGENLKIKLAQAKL
#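 IDH1-R132H (0.5 ug/mL) preincubated 30 min with compound, then NADPH (0.016 mM) and alpha-KG (2 mM) added; 80 min at RT, pH 7.5. Remaining NADPH coupled via diaphorase/resazurin to fluorescence (540/590 nm); concentration-response curves normalized to no-enzyme control.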
# PGK inhibitor: blocks T. brucei phosphoglycerate kinase; actives 0.043% (n = 380,000); PGK/GAPDH coupled, Kinase-Glo luminescence, 60 min; Potency, µM (highest dose often 57.5 µM), without a hit: top-dose activity change, negative = inhibition, most hits filed as inhibitors; also: potency is read from the fitted curve at half-maximal effect; % is scaled to controls: 0 for no effect and ±100 for the full control effect; nearly all actives have a fitted effect of over 60% in size
# Target sequence (P07378 whole entry, looked up): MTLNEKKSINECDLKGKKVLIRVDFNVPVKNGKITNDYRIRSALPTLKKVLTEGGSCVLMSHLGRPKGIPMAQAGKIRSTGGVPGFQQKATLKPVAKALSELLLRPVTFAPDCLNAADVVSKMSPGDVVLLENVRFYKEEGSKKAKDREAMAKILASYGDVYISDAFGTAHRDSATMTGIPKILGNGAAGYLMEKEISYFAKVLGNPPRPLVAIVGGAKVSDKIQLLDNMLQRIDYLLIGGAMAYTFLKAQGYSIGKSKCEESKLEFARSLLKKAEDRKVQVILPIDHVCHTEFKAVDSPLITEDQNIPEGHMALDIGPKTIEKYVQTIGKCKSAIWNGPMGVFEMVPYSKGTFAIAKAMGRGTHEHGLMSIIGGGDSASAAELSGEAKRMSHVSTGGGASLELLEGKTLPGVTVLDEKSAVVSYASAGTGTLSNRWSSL
#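 Recombinant glycosomal PGK reaction used 1,3-bisphosphoglycerate generated in-well by GAPDH (100nM final) in 100mM TEA pH 7.6, 5mM MgCl2, 0.01% Tween-20. After 60 minutes at room temperature, ATP was read by Kinase-Glo Plus luminescence end-point.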
# HP1b binding inh: HP1-beta chromodomain-methylated histone interaction inhibition. AID 540317. P83916. AlphaScreen HP1-beta / biotin-H3K9me3 peptide binding. Potency, µM (doses to about 114 µM), without a hit: at the highest dose activity change, negative = inhibition, usual class: inhibitors. actives 0.56% (n = 390,000); also: potency is read from the fitted curve at half-maximal effect; nearly all actives have a fitted effect of over 70% in size; inactives centre near 23
# Target sequence (P83916 whole entry, looked up): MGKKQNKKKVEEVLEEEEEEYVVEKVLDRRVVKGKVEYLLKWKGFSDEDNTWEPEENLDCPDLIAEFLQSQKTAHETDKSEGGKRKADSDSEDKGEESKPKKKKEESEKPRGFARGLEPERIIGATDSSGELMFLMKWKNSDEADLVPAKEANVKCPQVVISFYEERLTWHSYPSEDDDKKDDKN
#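 HP1-beta protein (50 nM final) preincubated 30 min at room temperature with biotinylated H3(1-18)K9me3 peptide (50 nM) in PBS pH 7.4, 0.01% Tween-20, then compound added for 30 min. AlphaScreen streptavidin donor/nickel chelate acceptor beads (10 ug/mL final), 30 min dark, luminescence read.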
# TrxR1 inh: rat TrxR1 inhibition; O89049; AID 588453; Potency, µM (highest dose often 114 µM), inactives show at the top dose activity change, negative = inhibition, actives largely listed as inhibitors; recombinant rTrxR1, NADPH fluorescence consumption, selenite substrate; actives 1% (n = 390,000); also: potency is read from the fitted curve at half-maximal effect; % is scaled to controls: 0 for no effect and ±100 for the full control effect; nearly all actives have a fitted effect of over 65% in size
#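 Rat TrxR1 (90 nM in the dispensed reagent) was pre-reduced with 400 uM NADPH for 5 min at room temperature, then incubated with compound for 15 min. After 400 uM selenite was added, NADPH fluorescence (Ex 340/Em 450 nm) was followed for 8 min.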
# GLS inh: inhibitors of human glutaminase (GLS); O94925; GLS enzymatic activity, qHTS titration; Potency, µM (doses to about 45.5 µM), inactives show at the highest dose activity change, negative = inhibition, most hits filed as inhibitors; actives 0.21% (n = 410,000); AID 624170; also: potency is read from the fitted curve at half-maximal effect; % is scaled to controls: 0 for no effect and ±100 for the full control effect
#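 Coupled fluorescence readout: glutamate oxidase/HRP/Amplex Red detect glutamate formed by hKGA from L-glutamine (1 mM solution added). Buffer 45 mM KH2PO4 pH 8.2, 0.02% Tween-20; reads at t0 and 30 min RT.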
# PI4K2A block: blocks human PI4K2A kinase activity; AID 1346378; actives 0.13% (n = 420,000); purified PI4K2A, ADP-Glo luminescence, 1 h; stronger effect = lower value; activity change, negative = inhibition, % at 76.9 µM; Q9BTU6; in the data active = activity change below about -50%; inconclusive = mostly about -30% to -49%;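 also: -100% = wells without enzyme as full effect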
#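 ADP-Glo luminescence measured ADP generated by PI4K2A enzyme (4 ug/mL before mixing) with 1.2 mM PI substrate (pre-mix) and 300 microM ATP (pre-mix). Tris pH7.5 buffer with MgCl2, Triton X-100; 1 h reaction at ambient temperature.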
# TrxR1 substrate: rat thioredoxin reductase 1 substrate activity; O89049; purified TrxR1 substrate turnover, NADPH consumption readout; Potency, µM (doses to about 114 µM), for the others: at the highest dose activity change, negative = substrate turnover; actives 0.01% (n = 390,000); AID 588456; also: potency is read from the fitted curve at half-maximal effect; % is scaled to controls: 0 for no effect and ±100 for the full control effect; nearly all actives have a fitted effect of over 50% in size
#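 Rat TrxR1, dispensed at 90 nM, was prereduced with 400 uM NADPH (final) for 5 min at ~22 deg C, then incubated with compound 15 min before 400 uM selenite. A first-read NADPH fluorescence drop versus no-compound background flagged substrates.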
# Active calls of the source: *; i = inactive; ? = inconclusive; . = no result given; & = joins results of further samples; [ ] = remark or other dose. Unless noted, calls follow the shape of the dose curve; as a rule, active = well fitted curve in the direction sought with a large enough effect; inconclusive = small, poorly fitted or top-dose-only effect, or another doubt; inactive = no such curve, though single readings can be large; an effect the other way counts as inactive or inconclusive. Some of the compounds tested; rates above refer to the full screens.
SMILES,Pin1 inh,USP1 inh,mIDH1 inhibitor,PGK inhibitor,HP1b binding inh,TrxR1 inh,GLS inh,PI4K2A block,TrxR1 substrate
COc1cc(-c2cc(C(=O)Nc3cc(S(=O)(=O)N4CCOCC4)ccc3C)c3ccccc3n2)cc(OC)c1OC,34%[activator],-11%,4%,-5%,16%,6%,13%,-6,44%[activator]
CCCCn1c(SCC(=O)N2CCCC2=O)nc2cc(S(N)(=O)=O)ccc21,-5%,-10%,3%,5%,17%,-10%,1%,2,-13%
COc1cc(/C=C2\NC(=S)N(C)C2=O)ccc1OCc1ccccc1F,42%[activator],-7%,-7%,.,53%[activator],1%,-4%,1,-9%
CCCC1C2C(=O)N(c3cccc(C)c3)C(=O)C2ON1c1ccccc1 (centres undefined),-4%,-12%,4%,-6%,22%,15%,9%,-6,-4%
CCCCn1c(SCC(=O)NCc2ccc3c(c2)OCO3)nnc1C(CC)N(C)C (centres undefined),6%,-10%,6%,-6%,21%,?,-3%,2,-13%
Cc1ccc(NC(=O)n2ncc3c(C)cccc32)cc1F,-8%,-25%,0%,-9%,32%,13%[57.1 µM],-6%,2,5%[57.1 µM]
CN(CC(=O)NCC1CCCCC1)S(=O)(=O)c1ccc(Cl)cc1,-3%,-18%,5%,-2%,35%[activator],12%,-2%,2,-1%
Cc1cccc(Nc2nc(-c3ccccc3)cs2)n1,?,-5%,7%,3%,15%,-9%,8%,4,-9%
O=C(CNS(=O)(=O)c1cccs1)N1CCN(c2ccccc2F)CC1,0%&0%,-10%&-16%,4%&-2%,0%&-6%,18%&17%,37%[57.1 µM],-10%&6%,0&0,-9%[57.1 µM]
COc1cc(-c2noc(C3CC(=O)N(c4ccc5c(c4)OCCO5)C3)n2)cc(OC)c1OC (centres undefined),0%,-23%,-5%,i,?,20%[57.1 µM],-9%,6,-1%[57.1 µM]
COc1ccc(/C=C(\NC(=O)c2ccccc2)C(=O)NCCN2CCOCC2)cc1,5%,2%,-3%,4%,24%,-6%,9%,-8,-8%
COc1cccc(-n2ccn(CC(=O)Nc3ccccc3F)c(=O)c2=O)c1,34%[activator],1%,-9%,8%,19%,19%,0%,-3,8%
COc1ccc(OC)c(CCNC(=O)CCCn2c(=O)c3cccn3c3cccnc32)c1,2%,3%,2%,-8%,35%,11%,-4%,-4,6%
CCc1nn(C(C)C(=O)NC(C)CCc2ccco2)c(=O)c2cc3occc3n12 (centres undefined),8%,-27%,5%,-4%,12%,1%[57.1 µM],-2%,-4,7%
Cc1cc(S(=O)(=O)NCc2cccs2)ccc1-n1cnnn1,-2%,-19%,5%,-1%,62%[activator],-4%,-12%,4,-3%
COc1ccc(S(=O)(=O)Nc2ccccc2C)cc1C(=O)N1CCOCC1,0%,-9%,4%,-9%,24%[57 µM],13%,-3%,0,-3%
O=C(Cc1ccc(Br)cc1)N1CCCCCC1,2%,1%,0%,1%,39%[activator],9%,-2%,7,7%
CCOC(=O)C1=C(COC(=O)CCc2ccc(F)cc2)NC(=O)NC1C (centres undefined),2%,-11%,6%,-10%,27%,2%,-2%,-4,4%
Cn1c(=O)c(=O)n(C)c2cc(NC(=O)c3cccc(F)c3)c(Cl)cc21,-8%,-7%,29%,-1%,17%,-11%,0%,0,-11%
CCOC(=O)C1CCN(Cc2nc3ccccc3c(=O)n2-c2ccc(OCC)cc2)CC1,8%,3%,1%,-3%,31%,0%,0%,-2,-9%
O=C(c1ccc([N+](=O)[O-])s1)N1CCN(c2ncccn2)CC1,.,-14%,0%,i,.,.,0%,3,.
Fc1ccccc1-c1ccc(-c2nc3ccc(Cl)cn3c2Nc2ccc(Cl)cc2)o1,44%[activator],.,.,.,?,25µM*,.,.,3%
COc1ccc(NC(=O)c2oc3ccccc3c2CSC)cn1,1%,-9%,30%[activator],i,-17%,-13%,3%,-3,-8%
COc1ccc(CCNC(=O)C(=O)NCC2OCCN2S(=O)(=O)c2cccs2)cc1OC (centres undefined),11%,-15%,7%,3%,28%,8%,2%,-4,3%
COc1ccc(C(C)(C)NC(=O)C2CCC(=O)N(C3CC3)C2)cc1OC (centres undefined),1%,-15%,5%,i,36%,8%,1%,-1,0%
O=C(CCC1N=C2c3ccccc3N=C(SCC(=O)Nc3ccccc3F)N2C1=O)NCc1ccccc1 (centres undefined),22%,-13%,-3%,8%,16%,4%,-3%,-3,5%
CN(C)CCOC(=O)NC12CC3CC(CC(C3)C1)C2,0%,-16%,-12%,i,29%,-19%,0%,1,-17%
O=C(NC1CCCc2ccccc21)c1ccc(CNc2c(N3CCOCC3)c(=O)c2=O)cc1 (centres undefined),-2%,-7%,19%,-6%,52%[activator],21%,3%,-2,4%
Cc1ccc(S(=O)(=O)NNC(=O)c2cnn(-c3ccc(Cl)cc3)c2C(F)(F)F)cc1,4%,5%,-6%,0%,1%,-10%[57.1 µM],?,3,5%[57.1 µM]
O=C(Nc1nnc(-c2ccco2)o1)c1ccc(S(=O)(=O)N2CCOCC2)cc1,-4%,-21%,-4%,-12%,48%[activator],15%,-6%,2,-6%
COc1ccc(C(=O)CN2CCN(c3ccc(F)cc3)CC2)cc1OC,-6%,-23%,5%,3%,31%,20µM*,21%,1,2%
O=C(NC(=S)Nc1cccc2ncccc12)c1ccccc1,-2%,-8%,6%,-5%,4%,?,18%,-1,-1%
CCN(CCCNC(=O)CN1N=C(c2ccc(OC)cc2)CCC1=O)c1cccc(C)c1,4%,-29%,7%,12%,?,0%[57.1 µM],7%,0,-6%[57.1 µM]
O=C(Cc1cccc2ccccc12)Nc1ccc(Br)cc1C(=O)O,-5%,-15%,14%,-4%,27%,-5%,7%,-8,1%
CCOC(=O)C1CN(Cc2ccccc2)C(=O)C1=O (centres undefined),-8%,-5%,0%,i,9%,-22%,9%,2,-11%
COc1ccc(OCC(=O)NNC(=S)NC(=O)C2CC2)cc1,-2%,-14%,0%,0%,24%,-15%,15%,-7,4%
O=c1[nH]c(/C=C/c2ccccc2Cl)nc2ccccc12,66%[activator],-14%,2%,-2%,27%,20%,16%,-3,5%
COc1ccc(OC)c(NC2=C(Cl)C(=O)N(Cc3ccccc3)C2=O)c1,5%,-14%,-1%,-8%,?,1%[57.1 µM],-15%,2,-1%[57.1 µM]
Cc1ccn2c(Nc3ccc(F)cc3)c(-c3ccc(C)o3)nc2c1,2%,-15%,15%,2%,39%,20%,-5%,-2,46%[activator]
O=C(COC(=O)c1cncc(Br)c1)NCC12CC3CC(CC(C3)C1)C2,1%,1%,-2%,-2%,39%[activator],-21%,-10%,-2,-13%
O=C1NC2(CCCCC2)C(=O)N1CCS(=O)(=O)Oc1ccc(Br)cc1,2%,-20%,-4%,0%,31%,24%,-12%,2,4%
O=C(Cn1cc(C(=O)C2CC2)c2ccccc21)NCC1CCCO1 (centres undefined),1%,-10%,2%,-4%,41%[activator],16%,11%,1,3%
Cc1cc(-c2csc(N)n2)c(C)n1Cc1ccccc1,?,-15%,-1%,i,?,16%[57.1 µM],-13%,-6,-14%[57.1 µM]
COc1cc(CNCCc2ccc(F)cc2)ccc1OCc1ccc(Cl)nc1,1%,-4%,2%,12%,29%,-15%,4%,-4,-10%
Fc1ccc(-n2nnnc2-c2ccccc2Cl)cc1,4%,-23%,-3%,-5%,52%[activator],4%,-4%,-1,-3%
COC(=O)c1ccc(NC(c2ccc(Cl)cc2)P(=O)(OC)OC)cc1 (centres undefined),1%,-1%,0%,1%,10%,-2%,9%,3,-4%
C=C(C)C1Cc2cc3ccc(=O)oc3cc2O1 (centres undefined),-3%,-4%,3%,0%,29%,?,6%,-5,331%[activator]
CCC(CC)C(=O)N=C1SC2CS(=O)(=O)CC2N1CCc1ccc(OC)cc1 (centres undefined),-16%,1%,7%,-9%,22%,5%,1%,-2,5%[57.1 µM]
CCC1CCCCN1C(=O)CCc1nnc(Cc2c[nH]c3ccccc23)o1 (centres undefined),-1%,-15%,17%,-9%,27%,?,3%,-4,-9%
COc1ccccc1NC(=O)CNC(=O)CC12CC3CC(CC(C3)C1)C2,0%,-9%,7%,-1%,12%,19%,4%,-7,8%
Oc1c(CN2CCOCC2)cc(CN2CCOCC2)c(O)c1O,0%,?,-1%,0%,6.3µM*,-67%[57.1 µM],?,-9,2%[57.1 µM]
O=C(COc1ccccc1Cl)Nc1ccccc1C(=O)NC1CC1,-1%,?,9%,-3%,36%,1%,-2%,-2,1%

# Laid out differently: results already given.
O=C(COc1ccccc1Cl)Nc1ccccc1C(=O)NC1CC1
  Pin1 inh: -1%
  USP1 inh: ?
  mIDH1 inhibitor: 9%
  PGK inhibitor: -3%
  HP1b binding inh: 36%
  TrxR1 inh: 1%
  GLS inh: -2%
  PI4K2A block: -2
  TrxR1 substrate: 1%
COc1ccccc1NC(=O)CNC(=O)CC12CC3CC(CC(C3)C1)C2
  Pin1 inh: 0%
  USP1 inh: -9%
  mIDH1 inhibitor: 7%
  PGK inhibitor: -1%
  HP1b binding inh: 12%
  TrxR1 inh: 19%
  GLS inh: 4%
  PI4K2A block: -7
  TrxR1 substrate: 8%
